Screening results (PubChem BioAssay)
TRb-SRC2 inh: disrupts binding of human TR beta to SRC2; P10828; TRbeta-SRC2 peptide binding, fluorescence polarization; receptor liganded with 1 µM T3; Potency, µM (top dose mostly 106 µM), without a hit: at the top dose activity change, negative = inhibition, usual class: inhibitors; 0.065% of 280,000 active; AID 1469;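 further: potency means the concentration at half of the fitted maximal effect; plate controls were bound peptide for no effect and peptide without receptor for full effect; nearly all actives have a fitted effect of over 50% in size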
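TRb LBD 0.6 uM + Texas Red SRC2 peptide 20 nM, 1 uM T3, Tris buffer w/ 5% DMSO; compound pinned, 5 h RT; FP read ex 555/em 632; normalized to unbound and bound controls.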
Tau fluor counter: counter-screen for tau fibril formation inhibitors; tau K18 P301L Alexa594 fluorescence, heparin fibrillization; 0.93% of 280,000 active; Potency, µM (titrated, usually from 57.7 µM), inactives show at the highest dose activity change, negative = decrease; AID 1463; further: potency means the concentration at half of the fitted maximal effect; on the % scale 0 is the no-effect control and ±100 the full control effect; nearly all actives have a fitted effect of over 55% in size
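Human tau K18 P301L (15 uM unlabeled, 0.24 uM Alexa 594-labeled) in 100 mM sodium acetate pH 7 with 20 uM heparin, 6 hr at 37 C. ThT 30 uM added, 1 hr ambient; Alexa 594 FP and total fluorescence read at 555/632 nm.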
aGal spleen mod: inhibitors or activators of human alpha-galactosidase in spleen homogenate; P06280; human spleen homogenate, 4MU-alpha-Gal fluorescence, 40 min; Potency, µM (top dose mostly 80 µM), for the others: at the highest dose activity change, negative = inhibition, most hits filed as inhibitors; 0.008% of 240,000 active; AID 2107;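 further: potency means the concentration at half of the fitted maximal effect; 0% = enzyme with vehicle and -100% = no enzyme basal signal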
Target sequence (P06280 32-429 limits assumed): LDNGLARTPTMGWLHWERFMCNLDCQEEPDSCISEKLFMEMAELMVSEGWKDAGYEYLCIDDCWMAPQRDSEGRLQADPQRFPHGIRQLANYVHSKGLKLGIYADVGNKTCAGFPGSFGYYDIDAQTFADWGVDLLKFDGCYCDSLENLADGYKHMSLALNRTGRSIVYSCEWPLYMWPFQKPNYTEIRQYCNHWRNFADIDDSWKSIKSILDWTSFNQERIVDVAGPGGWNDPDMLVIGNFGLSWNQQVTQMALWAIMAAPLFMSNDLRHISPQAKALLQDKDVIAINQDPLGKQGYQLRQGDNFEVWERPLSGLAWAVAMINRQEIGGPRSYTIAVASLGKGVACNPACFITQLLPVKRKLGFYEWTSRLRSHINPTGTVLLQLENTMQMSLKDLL
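Human spleen homogenate (1 ug) as enzyme source, 4-methylumbelliferyl-alpha-D-galactopyranoside 1 mM final, citrate/phosphate pH 5.0 with 0.01% Tween-20. Compounds 40 min at 37C, NaOH/glycine stop; fluorescence Ex 365/Em 440, Hill-fit AC50.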
Tau FP inhib: tau fibrillization inhibition (FP). 0.39% of 280,000 active. Potency, µM (doses to about 57.7 µM), for the others: at the highest dose activity, negative = inhibition, most hits filed as inhibitors. P10636. K18 P301L tau heparin fibrillization, Alexa594 FP, 6 h; further: potency means the concentration at half of the fitted maximal effect; on the % scale 0 is the no-effect control and ±100 the full control effect; nearly all actives have a fitted effect of over 55% in size
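Quantitative HTS format: compounds meet 15 uM recombinant K18 P301L tau and Alexa 594-tau tracer in 100 mM sodium acetate pH 7; 20 uM heparin triggers fibrillization at 37 C over 6 hr; FP gives the signal.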
Epigenetic derep: epigenetic control regulation, reporter derepression | murine LDR cells, GFP reporter derepression, 30 h | Potency, µM (doses to about 53.9 µM), without a hit: at the top dose GFP activation, actives largely listed as activators | 0.2% of 280,000 active | AID 1865; further: potency means the concentration at half of the fitted maximal effect; % of control where 0% means no effect; nearly all actives have a fitted effect of over 60% in size
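Murine LDR cells bearing a silenced CMV-driven GFP reporter were exposed to compound for 30 h at 37 C. After PBS washes, GFP-positive cells (20-120 um objects) counted by laser-scanning microplate cytometry.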
CBFb RUNX1 block: CBF-beta/RUNX1 interaction disruption; Q01196+Q13951; AlphaScreen CBFb-His/RUNX1-biotin binding, biochemical; Potency, µM (top dose mostly 59.8 µM), without a hit: top-dose activity, negative = inhibition, usual class: inhibitors; 230,000 tested, under 10 active; further: % of control where 0% means no effect
Target sequence (Q01196 whole entry, looked up): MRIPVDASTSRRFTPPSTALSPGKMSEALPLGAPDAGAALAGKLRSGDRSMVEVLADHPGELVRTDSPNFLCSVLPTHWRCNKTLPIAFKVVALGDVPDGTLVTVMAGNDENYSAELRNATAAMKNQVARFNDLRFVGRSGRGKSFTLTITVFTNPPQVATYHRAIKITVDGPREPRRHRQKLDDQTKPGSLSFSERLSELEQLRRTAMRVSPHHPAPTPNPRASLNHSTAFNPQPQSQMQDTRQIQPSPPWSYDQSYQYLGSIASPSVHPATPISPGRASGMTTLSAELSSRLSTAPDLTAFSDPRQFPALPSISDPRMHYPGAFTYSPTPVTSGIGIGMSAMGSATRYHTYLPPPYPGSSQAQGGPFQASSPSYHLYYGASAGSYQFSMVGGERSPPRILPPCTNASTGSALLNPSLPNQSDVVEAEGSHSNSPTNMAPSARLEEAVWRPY
Target sequence (Q13951 whole entry, looked up): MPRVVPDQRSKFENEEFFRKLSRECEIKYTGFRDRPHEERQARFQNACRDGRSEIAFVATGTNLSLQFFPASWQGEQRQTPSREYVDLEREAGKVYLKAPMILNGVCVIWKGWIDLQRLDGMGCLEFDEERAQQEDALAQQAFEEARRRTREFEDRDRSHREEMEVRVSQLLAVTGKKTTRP
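Bead-based AlphaScreen assay; binding partners His-tagged CBF-beta and biotinylated RUNX1 at 30 nM each. Compound exposure 15 min after a 20-min protein preincubation; bead step 90 min; all steps at room temperature.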
TexasRed fluor: Texas Red fluorescence interference in TRb-SRC2 counter-screen. TRb/SRC2 Texas Red total fluorescence interference. Potency, µM (top dose mostly 106 µM), inactives show top-dose fluorescence change, negative = quenching. 0.29% of 280,000 active; active means well fitted curve in either direction with a large enough effect; inconclusive means small, poorly fitted or top-dose-only effect; further: potency means the concentration at half of the fitted maximal effect; on the % scale 0 is the no-effect control and ±100 the full control effect
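Flags fluorescent or light-absorbing compounds by total fluorescence, S + 2P, at 555 nm excitation and 632 nm emission. Mixture: 20 nM Texas Red SRC2 peptide, 0.6 uM human TRb LBD, 1 uM T3, 5% DMSO; compound exposure 5 h at ambient temperature.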
NPSR antagonist: neuropeptide S receptor (human) antagonism, cAMP; Q6W5P4; CHO-NPSR cells, cAMP TR-FRET, antagonist mode; Potency, µM (series often up to 38.3 µM), inactives show at the top dose activity change, negative = inhibition, usual class: inhibitors; 1% of 220,000 active; further: potency means the concentration at half of the fitted maximal effect; on the % scale 0 is the no-effect control and ±100 the full control effect; nearly all actives have a fitted effect of over 50% in size; many of its hits are not listed in these tables
Starred values were filed as active, the others as inactive; & = joins results of further samples; [ ] = dose if it differs, or a comment. Unless noted, the call rests on the fitted dose curve; in most records, active means well fitted curve in the direction sought with a large enough effect; inconclusive means small, poorly fitted or top-dose-only effect, or another doubt; inactive means no such curve, though single readings can be large; an effect the other way counts as inactive or inconclusive.

What do the screens show for `C/C(=N\NC(=O)c1cccs1)c1cccnc1`?
TRb-SRC2 inh: -9.3%; Tau fluor counter: 0.6%; aGal spleen mod: -15.2%; Tau FP inhib: -8.3%; Epigenetic derep: -4.7%; CBFb RUNX1 block: -0.1%; TexasRed fluor: -1.0%; NPSR antagonist: 27.2%

What do the screens show for `Cc1sc(NC(=O)COc2ccccc2)c(C#N)c1C`?
TRb-SRC2 inh: 2.1%; Tau fluor counter: -15.9%; aGal spleen mod: 7.8%; Tau FP inhib: -7.2%; Epigenetic derep: -2.2%; CBFb RUNX1 block: 2.9%; TexasRed fluor: 0.5%; NPSR antagonist: -5.2%

How did CC1=C(C(=O)Nc2ccccc2)C(c2ccc(O)cc2)n2nc(SCc3ccccc3)nc2N1 (stereo not given) do in these assays?
TRb-SRC2 inh: -0.3%; Tau fluor counter: -14.5%; Tau FP inhib: -5.9%; Epigenetic derep: 1.6%; TexasRed fluor: -0.4%

What do the screens show for `COc1ccc(NC(=O)CSC2=Nc3ccccc3C3=NC(CCC(=O)NCc4ccco4)C(=O)N23)cc1` (stereo not given)?
TRb-SRC2 inh: 8.2%; Tau fluor counter: -8.6%; Tau FP inhib: -3.8%; Epigenetic derep: -1.3%; TexasRed fluor: 0.1%

How did Cc1cc(C(=O)N[C@H](c2ccccc2)[C@@]2(C)C[C@@H]2[C@@H](C)C(=O)Nc2ccc3ccccc3c2)n(C)n1 do in these assays?
TRb-SRC2 inh: 8.1%&0.6%; Tau fluor counter: -26.7%&-11.5%; aGal spleen mod: -1.9%&-0.9%; Tau FP inhib: -7.3%&-11.0%; Epigenetic derep: 0.4%&0.0%; CBFb RUNX1 block: 6.0%[2.36 µM]; TexasRed fluor: -0.9%&1.3%; NPSR antagonist: -25.3%

Results for COc1ccc(CNC(=O)c2ccc3c(c2)N(Cc2cccc(Cl)c2)C(=O)c2ccccc2S3)c(OC)c1 ?
TRb-SRC2 inh: -4.5%; Tau fluor counter: -13.8%; Tau FP inhib: -0.2%; Epigenetic derep: 1.6%; TexasRed fluor: 0.2%

How did CCOC(=O)C1(CCCc2ccccc2)CCN(C(=O)CCc2cnccn2)CC1 do in these assays?
TRb-SRC2 inh: -8.8%; Tau fluor counter: 7.8%; aGal spleen mod: -5.8%; Tau FP inhib: 1.8%; Epigenetic derep: -1.2%; CBFb RUNX1 block: 12.3%; TexasRed fluor: -1.4%; NPSR antagonist: 18.7%

What do the screens show for `Cc1ccc(C)c(NC(=O)CCC(=O)OC(C(=O)c2ccccc2)c2ccccc2)c1` (stereo not given)?
TRb-SRC2 inh: 8.1%; Tau fluor counter: -14.3%; aGal spleen mod: 6.1%; Tau FP inhib: -4.4%; Epigenetic derep: -1.0%; CBFb RUNX1 block: 4.6%; TexasRed fluor: -0.1%; NPSR antagonist: -5.6%[46.1 µM]

How did COc1cccc(C(=O)Nc2cc(-c3ccccc3)nn2-c2ccccc2)c1 do in these assays?
TRb-SRC2 inh: -5.3%; Tau fluor counter: -29.3%; Tau FP inhib: -11.0%; Epigenetic derep: 1.8%; TexasRed fluor: 0.2%

How did COc1cccc(CNC2CCCC2)c1 do in these assays?
TRb-SRC2 inh: -9.5%; Tau fluor counter: 5.3%; aGal spleen mod: -0.1%; Tau FP inhib: -0.3%; Epigenetic derep: -0.9%; CBFb RUNX1 block: 2.0%; TexasRed fluor: 0.6%; NPSR antagonist: 2.4%[46.1 µM]

Results for COc1cccc(-c2cn3c(n2)sc2cc(C(=O)NCCc4ccccc4)ccc23)c1 ?
TRb-SRC2 inh: -6.5%; Tau fluor counter: -15.9%; Tau FP inhib: 4.3%; Epigenetic derep: 0.0%; TexasRed fluor: 2.9%

Results for COc1ccccc1NC(=O)Nc1ccc2c(c1)OCCO2 ?
TRb-SRC2 inh: 7.8%; Tau fluor counter: -23.6%; aGal spleen mod: -5.8%; Tau FP inhib: 14.3%; Epigenetic derep: 0.7%; CBFb RUNX1 block: -0.9%; TexasRed fluor: -3.3%; NPSR antagonist: -1.5%[46.1 µM]

Overlap with the part before: 2 entries, then new ones.
Results for COc1cccc(-c2cn3c(n2)sc2cc(C(=O)NCCc4ccccc4)ccc23)c1 ?
TRb-SRC2 inh: -6.5%; Tau fluor counter: -15.9%; Tau FP inhib: 4.3%; Epigenetic derep: 0.0%; TexasRed fluor: 2.9%

Results for COc1ccccc1NC(=O)Nc1ccc2c(c1)OCCO2 ?
TRb-SRC2 inh: 7.8%; Tau fluor counter: -23.6%; aGal spleen mod: -5.8%; Tau FP inhib: 14.3%; Epigenetic derep: 0.7%; CBFb RUNX1 block: -0.9%; TexasRed fluor: -3.3%; NPSR antagonist: -1.5%[46.1 µM]

Results for CCOc1cccc(NC(=O)c2sc3nc(-c4ccc(F)cc4)ccc3c2N)c1 ?
TRb-SRC2 inh: -5.8%; Tau fluor counter: inconclusive; Tau FP inhib: -7.4%; Epigenetic derep: inconclusive; TexasRed fluor: -3.0%

What do the screens show for `CS(=O)(=O)Nc1ccccc1Oc1ccccc1`?
TRb-SRC2 inh: -12.5%; Tau fluor counter: -1.1%; aGal spleen mod: -5.7%; Tau FP inhib: 4.0%; Epigenetic derep: 1.2%; CBFb RUNX1 block: 7.7%; TexasRed fluor: 1.8%; NPSR antagonist: 0.0%[46.1 µM]

Results for Cc1cc(C)n(Cc2ccc(NC(=O)c3nn(C)cc3[N+](=O)[O-])cc2)n1 ?
TRb-SRC2 inh: -4.2%; Tau fluor counter: -6.0%; aGal spleen mod: 4.3%; Tau FP inhib: 1.7%; Epigenetic derep: -2.0%; CBFb RUNX1 block: -10.6%; TexasRed fluor: -0.3%; NPSR antagonist: -11.4%[46.1 µM]

How did COc1ccc(CCNC(=O)CCCn2c(=O)c3ccccc3n(Cc3ccc(C)cc3)c2=O)cc1OC do in these assays?
TRb-SRC2 inh: 5.1%; Tau fluor counter: -2.8%; Tau FP inhib: -3.7%; Epigenetic derep: 0.0%; TexasRed fluor: 3.9%

What do the screens show for `Nc1ccc(Oc2ccc(Cl)cc2)cc1`?
TRb-SRC2 inh: -8.0%; Tau fluor counter: -24.1%; aGal spleen mod: -2.8%; Tau FP inhib: 16.7%; Epigenetic derep: -3.1%; CBFb RUNX1 block: -5.6%; TexasRed fluor: -0.9%; NPSR antagonist: -4.0%[46.1 µM]

What do the screens show for `CCCOc1ccc(NC(=O)CC2C(=O)N(c3cccc(OC)c3)C(=O)N2Cc2cccs2)cc1` (stereo not given)?
TRb-SRC2 inh: 5.7%; Tau fluor counter: inconclusive; Tau FP inhib: -7.2%; Epigenetic derep: -0.9%; TexasRed fluor: 1.0%

Results for CCC(Sc1nnc(-c2ccc(F)cc2)c(-c2ccc(F)cc2)n1)C(=O)NC1CCCC1 (stereo not given) ?
TRb-SRC2 inh: -2.3%; Tau fluor counter: -10.7%; Tau FP inhib: -3.9%; Epigenetic derep: 2.4%; TexasRed fluor: 2.0%

What do the screens show for `Cc1cc(C)cc(NC(=O)Nc2cccc(S(N)(=O)=O)c2)c1`?
TRb-SRC2 inh: -5.7%; Tau fluor counter: -23.3%; aGal spleen mod: 6.6%; Tau FP inhib: -16.0%; Epigenetic derep: 3.1%; CBFb RUNX1 block: 6.0%; TexasRed fluor: 0.1%; NPSR antagonist: 47.6%

How did C=CCN=C(NC#N)SCC(=O)NCc1ccccc1 do in these assays?
TRb-SRC2 inh: 6.4%; Tau fluor counter: -5.3%; aGal spleen mod: 1.8%; Tau FP inhib: 5.4%; Epigenetic derep: -0.2%; CBFb RUNX1 block: -10.7%; TexasRed fluor: -0.2%; NPSR antagonist: -7.0%[46.1 µM]

What do the screens show for `COc1cccc(CNC(=O)CCc2c(C)c3ccc(O)c(C)c3oc2=O)c1`?
TRb-SRC2 inh: 6.4%; Tau fluor counter: -8.7%; Tau FP inhib: -9.6%; Epigenetic derep: 1.1%; TexasRed fluor: -0.4%

Results for COC(=O)c1ccc(Sc2ccccc2NS(=O)(=O)c2ccc(C)cc2)nc1 ?
TRb-SRC2 inh: -5.2%; Tau fluor counter: -5.0%; aGal spleen mod: -13.3%; Tau FP inhib: -4.4%; Epigenetic derep: 1.3%; CBFb RUNX1 block: -7.6%; TexasRed fluor: -4.7%; NPSR antagonist: -25.2%[46.1 µM]

What do the screens show for `CCOC(=O)c1c(C)oc2ncnc(Nc3ccc(OC)cc3OC)c12`?
TRb-SRC2 inh: 1.6%; Tau fluor counter: -1.3%; Tau FP inhib: 7.5%; Epigenetic derep: -2.3%; TexasRed fluor: 1.8%

How did Cc1cccnc1NC(=S)Nc1ccc(Br)cc1Cl do in these assays?
TRb-SRC2 inh: -6.1%; Tau fluor counter: -14.2%; aGal spleen mod: 4.3%; Tau FP inhib: -7.0%; Epigenetic derep: 1.1%; CBFb RUNX1 block: 3.6%; TexasRed fluor: 2.4%; NPSR antagonist: -53.7%

Results for Cc1[nH]c(=O)[nH]c(=O)c1S(=O)(=O)N1CCN(c2ccccc2F)CC1 ?
TRb-SRC2 inh: 1.4%; Tau fluor counter: -12.5%; aGal spleen mod: 0.9%; Tau FP inhib: -5.9%; Epigenetic derep: 1.4%; CBFb RUNX1 block: 6.3%; TexasRed fluor: -0.9%; NPSR antagonist: -5.6%[46.1 µM]

What do the screens show for `O=C(CC1C(=O)NCCN1C(=O)Nc1ccccc1)Nc1cc(Cl)ccc1Cl` (stereo not given)?
TRb-SRC2 inh: -3.3%; Tau fluor counter: 2.2%; aGal spleen mod: 10.5%; Tau FP inhib: -1.3%; Epigenetic derep: 1.1%; CBFb RUNX1 block: 2.9%; TexasRed fluor: -2.4%; NPSR antagonist: -1.2%

How did CN(/C=C/C(=C/C=[N+](C)c1ccccc1)OCCCS(=O)(=O)[O-])c1ccccc1 do in these assays?
TRb-SRC2 inh: 4.3%; Tau fluor counter: 0.4%; aGal spleen mod: 5.4%; Tau FP inhib: 0.7%; Epigenetic derep: 1.7%; CBFb RUNX1 block: -24.0%; TexasRed fluor: -0.6%; NPSR antagonist: -3.7%

Results for COC(=O)CSc1nc2sc3c(c2c(=O)n1-c1ccccc1C)CC(C)(C)OC3 ?
TRb-SRC2 inh: 3.3%; Tau fluor counter: -4.2%; Tau FP inhib: 0.8%; Epigenetic derep: -2.4%; TexasRed fluor: -3.7%

This is a subset (hit frequency here may not be typical).
